PvdQ acylase = P. aeruginosa PvdQ acylase inhibition | AID 488965 | 0.063% of 340,000 active | purified PvdQ acylase, fluorescence plate reader | inhibition, % at 10 µM; in the data active = inhibition above about 30%, passing the limit was not always enough; inconclusive = no clear call, values can overlap the other calls;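 also: 0% = vehicle neutral wells and 100% = reference inhibitor wells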
MITF act = activators of MITF-driven TRPM1 promoter activity in SK-MEL-5 cells; AID 588334; activation, % at 12.5 µM; SK-MEL-5 TRPM1-promoter luciferase, 24 h; % of positive control, neutral wells = 0; 0.75% of 300,000 active;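 active = mean activation of at least 80% with every replicate also reaching 80%; inconclusive = mean reaches 80% but some replicate falls short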;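 also: 0% = neutral control wells and 100% = parthenolide positive control wells; values of inactives mirror those of a sister screen read the other way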
Rtt109 Vps75 = inhibitors of Candida albicans Rtt109/Vps75 histone acetyltransferase | Q5AAJ8 | purified Rtt109/Vps75, ThioGlo CoA-SH fluorescence, 4 h | inhibition, % at 34.9 µM | 0.16% of 330,000 active;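 active = inhibition of at least 50% in every replicate; inconclusive = best replicate reaches 50% inhibition but some replicates fall short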
SR-BI uptake up = activators of SR-BI mediated HDL lipid uptake; activation, % at 12.5 µM; 0.096% of 320,000 active; CHO ldlA[mSR-BI] cells, DiI-HDL uptake fluorescence, 3 h; 100 = double the neutral-control signal;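 active = mean replicate activation of at least 60% and every replicate at or above 60%; inconclusive = mean or all-replicate condition met, but not both; inactive = mean below 60% and not all replicates reaching 60%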;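 also: 0% = median plate neutral-control signal and 100% = twice that signal; values of inactives mirror those of a sister screen read the other way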
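material = CHO ldlA[mSR-BI] cells | medium = Ham's F12 with 0.5% BSA, HEPES 25 mM, pH 7.4 | reagent = fluorescent DiI-HDL, 10 µg/mL final | compound dosing = single-point compound dose | incubation = 3 h, 37 °C | measured by = bottom-read fluorescence, 550/595 nm | measure = HDL uptake via cellular fluorescence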
NSD2 HMT inh = blocks human histone methyltransferase NSD2. 0.54% of 310,000 active. NSD2 peptide methylation, AlphaScreen, 120 min. inhibition, % at 12.5 µM. O96028. AID 743445; in the data active = inhibition above about 50%
CAL PDZ FP-1 = human CAL PDZ-peptide interaction inhibition; Q9HD26; purified CAL PDZ, TMR-peptide fluorescence polarization, 1 h; inhibition, % at 20 µM; 0.02% of 330,000 active; AID 504414;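 active = highest replicate inhibition of at least 40%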;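 also: plate controls were DMSO neutral control wells for no effect and unlabeled competitor peptide control wells for full effect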
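Control set: unlabelled peptide and DMSO controls / Material: purified CerCALP PDZ construct / Timing: 1 h incubation at room temperature before polarization reading / Doses: 20 µM, one dose / Detection: fluorescence polarization (mP)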
SR-BI HDL uptake = inhibitors of mouse SR-BI mediated HDL lipid uptake | 0.96% of 320,000 active | inhibition, % at 12.5 µM | Q61009 | ldlA[mSR-BI] CHO cells, DiI-HDL uptake fluorescence, 3 h;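 active = mean replicate inhibition of at least 70% and a set share of replicates each scoring 70 or more; inconclusive = meets just one of the two criteria; inactive = fails both criteria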;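 also: 0% = median of neutral control wells and 100% = median of positive control wells; values of inactives mirror those of a sister screen read the other way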
CAL PDZ FP-2 = inhibitors of human CAL PDZ peptide binding; Q9HD26; inhibition, % at 24.9 µM; 0.92% of 300,000 active; AID 602252; purified CAL PDZ, TMR-peptide fluorescence polarization, 1 h;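 active = mean inhibition of at least 30% with at least half of replicates also reaching 30%; inconclusive = no clear call, values can overlap the other calls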;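 also: 0% = DMSO neutral control and 100% = excess unlabeled competitor peptide PRC23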
PfHsp90 yeast 2 = reduces growth (ATP signal) of yeast expressing P. falciparum Hsp90 | 0.32% of 310,000 active | S. cerevisiae expressing PfHsp90, BacTiter-Glo ATP, 48 h; yeast lacking PDR1 and PDR3 efflux regulators | inhibition, % at 9.4 µM;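 active = every replicate shows inhibition above about 80%, whatever the replicate mean, limit read from the data; inconclusive = mean inhibition reaches the set limit but some replicate falls short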;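 also: 0% = DMSO neutral controls and 100% = 20 µM radicicol positive controls; yeast relying on Plasmodium falciparum Hsp90 in place of its own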
dFosB activator = mouse delta FosB homodimer activation; purified delta FosB, TAMRA-CDK5 oligo fluorescence polarization; percent of positive-control signal above neutral wells; activation, % at 25 µM; 0.99% of 340,000 active; P13346;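 active = mean activation above about 17%, with every replicate also reaching it, limit read from the data, passing the limit was not always enough; inconclusive = only one of the two conditions met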;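 also: fluorescence polarization rise as delta FosB binds a TAMRA Cdk5 AP-1 oligo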
* marks the source's active call; other numbers are inactive results; ? = inconclusive; nt = no result given.

SMILES	PvdQ acylase	MITF act	Rtt109 Vps75	SR-BI uptake up	NSD2 HMT inh	CAL PDZ FP-1	SR-BI HDL uptake	CAL PDZ FP-2	PfHsp90 yeast 2	dFosB activator
N#CCCN(C(=O)COC(=O)c1ccc(S(=O)(=O)N2CCCC2)cc1)c1cccc(Cl)c1	-1	nt	-7	-18	0	-1.7	18	-1	-7	-7
O=C(N/N=C\c1ccc(Sc2ccccn2)o1)c1cccc(Br)c1	-1	9	3	-30	4	-3.1	30	2	-1	-11
Cc1ccc(CSc2ccc(-c3ccco3)nn2)cc1	-10	50	-1	-8	0	0.5	8	19	14	-5
Cc1nc(-c2cccc(NC(=O)c3cccs3)c2)cs1	16	51	14	-23	12	nt	23	-13	2	-22
Cc1ccc(C)c(S(=O)(=O)NCc2ccc3c(c2)OCO3)c1	7	nt	-5	-6	3	-0.9	6	3	10	-4
CNC(=O)c1ccc(NC(=O)c2cc(S(=O)(=O)N(C)C)ccc2N2CCCC2)cc1	10	-1	13	24	0	-0.5	-24	-3	4	-12
O=C(C(=O)N1CCN(c2ccccc2Cl)CC1)c1c[nH]c2ccccc12	-11	4	9	16	5	-2.1	-16	-4	-4	-11
c1ccc(-c2noc(C34CC5CC(CC(C5)C3)C4)n2)nc1	-7	44	-3	17	-2	-2.3	-17	-3	-36	-7
CCOc1ccccc1NC(=O)COC(=O)C(CC)c1ccccc1 (configuration not stated)	-26	7	-3	2	-8	-0.7	-2	-2	5	-3
CCOC(=O)c1ccc(NC(=S)Nc2cc(C)cc(C)n2)cc1	-4	8	3	2	0	-2.3	-2	-17	1	3
Cc1ccccc1NC(=O)N1C2CCC1CC(O)(c1cccnc1)C2 (configuration not stated)	-11	-6	4	-5	-3	-1.8	5	-3	-9	5
CCc1ccc(CC2(O)CC(C)N(C)CC2C)cc1 (configuration not stated)	-9	10	-4	2	0	0.4	-2	0	-8	-4
CCn1c(SCc2nc3ccccc3s2)nnc1-c1ccccc1	-1	6	6	5	-4	-1.0	-5	-1	3	-14
CN(C)CCC(O)c1ccccc1 (configuration not stated)	-21	nt	-19	3	-2	-0.8	-3	0	-10	-5
Cc1c(C=O)c2ccccc2n1CC(=O)NCc1ccc2c(c1)OCO2	-4	6	-6	2	1	-0.5	-2	4	-8	-7
c1ccc2c(C[C@@H]3CNCCN3CCCCC3CCCCC3)cccc2c1	-16	-7	-1	15	nt	-0.3	-15	-1	11	?
CCOc1cc(/C=C/C(=O)OCC(=O)NC2CCS(=O)(=O)C2)ccc1OCc1ccccc1 (configuration not stated)	2	12	11	-73	0	-0.3	73*	-2	-5	-2
CCOc1ccccc1N1CC(C(=O)Nc2cc(S(C)(=O)=O)ccc2Cl)CC1=O (configuration not stated)	-12	7	-18	31	0	-1.1	-31	-3	nt	0
COc1ccc(-c2c(C(C)=O)c(C)n(C)c2C)cc1	1	0	4	12	2	0.5	-12	-4	-3	-1
COc1ccc(NC(=O)COc2ccc(/C=C/c3cccc[n+]3C)cc2OC)cc1	-12	-6	-1	nt	1	-1.3	nt	-1	22	-6
c1ccc(OCCN2CCOCC2)cc1	-8	-3	3	nt	5	-3.2	nt	-4	-12	-2
COc1ccc(C(=O)Nc2nnc(C)s2)cc1S(=O)(=O)N1CCOCC1	-3	3	-3	-5	0	-1.8	5	nt	2	-4
c1cc2c3c(cccc3c1)C(N1CCCCCC1)=N2	-11	nt	-61	14	-2	-0.2	-14	0	nt	-3
COc1nc(Nc2ccc(-c3nc4ccccc4o3)cc2)nc(N2CCOCC2)n1	-24	1	1	-55	44	1.0	55	-3	-30	1
CC(C)Nc1nc(-c2ccccn2)nc(-c2ccccc2)c1C#N	-3	-11	-1	6	-2	-1.4	-6	9	-6	-5
C#CC[N+]1(CC#Cc2cccc(C)c2)CCCCC1	-7	2	-3	11	-3	0.2	-11	-9	10	2
Cn1c(=O)c2c(nc(NCCO)n2C)n(C)c1=O	-7	5	5	3	0	-1.9	-3	0	0	-8
COCc1cc(C)nc(SCC(=O)Nc2cc(C(F)(F)F)ccc2N2CCOCC2)c1C#N	-6	-4	-1	-10	-2	-0.3	10	-2	14	-13
Cn1c(CN2CCN(CCO)CC2)c(C#N)c2ccccc21	-15	-5	-1	1	-2	-0.3	-1	-4	24	-7
CCN(CC)S(=O)(=O)c1ccc(C)c(NC(=O)CNCc2ccccc2OC)c1	-10	-7	-8	-9	-4	-0.5	9	-3	-6	-11
Cc1ccc(C(=O)COC(=O)CNC(=O)c2ccc(Br)o2)cc1[N+](=O)[O-]	-13	nt	-4	-6	-1	-0.8	6	nt	-15	5
C=CCOc1ccccc1C(=O)/C=C1/C(=O)Nc2ccccc21	-14	-9	4	-5	-1	nt	5	70*	-24	-5
COc1ccc(C(=O)Nc2ccc(NC(=O)c3ccco3)c(Cl)c2)cc1OC	-4	14	3	-75	-5	-0.3	75*	-2	-36	1
O=C(c1cccc(Oc2ccccc2)c1)N1CCOCC1	-12	14	-1	2	-1	-0.1	-2	14	-4	2
Cc1cc(C)n(-c2cccc(F)n2)n1	-9	3	-2	22	-4	0.5	-22	4	15	4
Cn1c(=O)c(=O)n(C)c2cc(S(=O)(=O)N3CCc4ccccc43)ccc21	-3	nt	-6	-6	-1	-3.3	6	0	nt	-3
Cc1cccc(C)c1NC(=O)CCS(=O)(=O)c1cccc2nsnc12	-16	nt	-16	-16	7	-2.4	16	3	1	4
FC(F)(F)c1cccc(OCCN2CCN(Cc3ccccc3)CC2)c1	-5	-4	-2	-2	4	-1.9	2	3	56	-9
C=CCNC(=O)c1ccccc1NS(=O)(=O)c1ccc(OC)c(C(=O)N2CCOCC2)c1	6	nt	5	nt	0	-3.0	nt	-1	2	0
COc1ccc(Nc2nc(N)c([N+](=O)[O-])c(NC3CCCCC3)n2)cc1	-2	-3	8	-12	2	-0.5	12	-2	-101	?
Cc1cc(CNC(=O)c2ccc(C)c([N+](=O)[O-])c2)c2ccccc2n1	-6	-11	-12	-16	nt	-0.4	16	2	-32	-8
Nc1nonc1N/N=C/c1c(O)ccc2ccccc12	1	-13	?	-47	-1	-0.3	47	7	-6	5
Cc1cc(C)c(C(=O)/C=C/C=C/c2ccccc2)c(=O)[nH]1	-1	16	10	11	7	-2.3	-11	-4	33	-6
CN(c1ccccc1)C(c1ccc(F)cc1)c1nnnn1CC1CCCO1 (configuration not stated)	4	-1	3	4	-3	0.0	-4	-7	14	4
O=C(CN1C(=O)NC2(CCCCCC2)C1=O)N1CCN(S(=O)(=O)c2ccc(Cl)cc2)CC1	-6	2	1	-16	0	-0.7	16	-3	11	-1
CNc1ccc(Br)cc(C(=O)/C=C/c2ccc3c(c2)OCO3)c1=O	-11	-15	-8	-34	15	-0.4	34	0	16	2
CCOC(=O)CC1C(=O)NCCN1S(=O)(=O)c1ccccc1Cl (configuration not stated)	-10	-2	3	11	-2	-1.9	-11	2	29	2
CC(=O)CC1(O)C(=O)N(CN2CCN(c3ccccc3)CC2)c2ccccc21 (configuration not stated)	-8	-13	-9	20	2	0.9	-20	1	4	3
CCCCn1nnnc1SCC(=O)N1CCN(C(=O)c2ccco2)CC1	0	-3	-9	12	1	-1.0	-12	1	12	7
CCc1ccc(-c2nc(CN3CCCC(C(=O)O)C3)c(C)o2)cc1 (configuration not stated)	6	-3	16	-1	nt	-0.6	1	nt	29	-10
Cc1noc(C)c1CSc1nnc2n(-c3ccccc3)c(=O)c3ccccc3n12	-7	-7	-13	21	-2	0.1	-21	-5	9	-6
CCN(CC)S(=O)(=O)c1cccc(N2CC(O)=C(c3ccccc3)C2=N)c1	10	-5	-3	1	-1	-2.0	-1	-3	1	-4
CCc1nonc1NC(=O)c1oc2ccc(C)cc2c1C	7	64	-9	19	1	-0.9	-19	nt	10	16
Cc1ccccc1-c1cccc([C@@H]2C[C@H]3[C@H](CON3C)CN2C)c1	-14	7	5	-5	nt	0.3	5	-2	13	2
CC(=NNS(=O)(=O)c1cccc([N+](=O)[O-])c1)c1ccc(-n2ccnc2)cc1	4	nt	-2	0	2	-1.1	0	-5	7	-8
O=C(c1cccc(Cl)c1)N1CCC(N2CCC(C(=O)N3CCOCC3)CC2)CC1	-16	2	5	14	-1	-0.2	-14	-2	-32	11
O=C(NC1CCCCCC1)C1c2ccccc2C(=O)N1Cc1ccco1 (configuration not stated)	-5	-1	-4	7	2	-0.6	-7	nt	6	-1
CCN(CC)CC(=O)Nc1ccc2c(c1)N(C(=O)CN(CC)CC)c1ccccc1CC2	-12	1	2	20	nt	-1.5	-20	22	nt	-5
COc1ccc(-n2nc(C(=O)NCC(=O)NC(C)C)c3ccccc3c2=O)c(OC)c1	1	4	3	43	9	-1.2	-43	-1	9	3
CC(C(=O)NCCc1ccc(Cl)cc1)n1c(=O)c2cccn2c2cccnc21 (configuration not stated)	3	3	17	-27	0	-2.5	27	0	12	-8
(list continues)
SMILES	PvdQ acylase	MITF act	Rtt109 Vps75	SR-BI uptake up	NSD2 HMT inh	CAL PDZ FP-1	SR-BI HDL uptake	CAL PDZ FP-2	PfHsp90 yeast 2	dFosB activator
CCCCCCCCCC(=O)NNC(=O)c1c(O)c2ccccc2n(CCC)c1=O	-7	6	2	21	2	-0.4	-21	-4	-1	-3
O=C1N[C@@H](c2ccccc2)COC(=O)[C@H](Cc2ccc(F)cc2)CC/C=C/C[C@H]1CC(=O)N(CCO)Cc1ccccc1	-12	-1	15	?	nt	-1.1	-62	-7	0	-12
O=C(O)c1ccccc1C(=O)c1cccc2c(F)cccc12	-7	10	-18	6	-1	-0.4	-6	-2	20	-2
COc1cc(/C=C2/C(=O)NN(c3ccc(C)c(Cl)c3)C2=O)cc([N+](=O)[O-])c1O	-10	-15	-5	-24	22	1.3	24	1	-31	-8
COC(=O)C1=C(C)N(CC2CC2)C(=NCCN2CCOCC2)N[C@H]1c1ccccc1	-16	-3	-1	13	nt	-0.4	-13	0	-1	-2
CCN1CCN(Cc2ccc(NC(=O)c3ccc(C)c(NC(=O)c4c[nH]c5cc(C(F)(F)F)ccc5c4=O)c3)cc2C(F)(F)F)CC1	-9	-102	-6	-17	nt	-2.7	17	-1	-8	-9
CC(Nc1ccc(Cl)cc1)C(=O)NN (configuration not stated)	9	-1	-3	19	-1	-1.0	-19	nt	12	10
Cc1cc(C)c2c(N)c(C(=O)c3ccc(Br)cc3)oc2n1	-18	-8	5	-15	nt	-0.2	15	-6	18	-1
